SR-BI uptake up: activators of SR-BI mediated HDL lipid uptake; CHO ldlA[mSR-BI] cells, DiI-HDL uptake fluorescence, 3 h; 100 = double the neutral-control signal; actives 0.096% (n = 320,000); activation, % at 12.5 µM;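 active means mean replicate activation of at least 60% and every replicate at or above 60%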;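 further: 0% = median plate neutral-control signal and 100% = twice that signal; values of inactives mirror those of a sister screen read the other way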
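Material: SR-BI-overexpressing, LDLR-lacking CHO cells | Dosing: Single compound concentration, delivered by pin transfer | Probe or stimulus: Labelled HDL, 10 µg/mL | Signal: Bottom-read cell fluorescence after medium removal, ex 550/em 595 nm | Schedule: 3 h, 37 °C | Evaluation: HDL uptake via cellular fluorescence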
PvdQ inh: blocks Pseudomonas aeruginosa PvdQ acylase activity; purified PvdQ acylase, fluorescence plate reader; inhibition, % at 10 µM; actives 0.063% (n = 340,000); AID 488965; in the data active means inhibition above about 30%, passing the limit was not always enough;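 further: 0% = vehicle neutral wells and 100% = reference inhibitor wells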
dFosB act: enhances mouse delta FosB homodimer DNA binding; P13346; purified delta FosB, TAMRA-CDK5 oligo fluorescence polarization; percent of positive-control signal above neutral wells; activation, % at 25 µM; actives 0.99% (n = 340,000); AID 493131;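 active means mean activation above about 17%, with every replicate also reaching it, limit read from the data, passing the limit was not always enough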;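 further: fluorescence polarization rise as delta FosB binds a TAMRA Cdk5 AP-1 oligo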
CDK5 p35 inh: CDK5/p35 (human) kinase inhibition; Q00535+Q15078; Recombinant CDK5/p35, ADP-Glo luminescence, 60 min; inhibition, % at 10 µM; actives 0.01% (n = 330,000); AID 488839;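 active means highest replicate inhibition of at least 50% and at least 75% of replicates reaching 50%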;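 further: plate controls were DMSO neutral control for no effect and GW8510 at 10 µM for full effect; many of its hits are not listed in these tables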
Target sequence (Q00535 whole entry, looked up): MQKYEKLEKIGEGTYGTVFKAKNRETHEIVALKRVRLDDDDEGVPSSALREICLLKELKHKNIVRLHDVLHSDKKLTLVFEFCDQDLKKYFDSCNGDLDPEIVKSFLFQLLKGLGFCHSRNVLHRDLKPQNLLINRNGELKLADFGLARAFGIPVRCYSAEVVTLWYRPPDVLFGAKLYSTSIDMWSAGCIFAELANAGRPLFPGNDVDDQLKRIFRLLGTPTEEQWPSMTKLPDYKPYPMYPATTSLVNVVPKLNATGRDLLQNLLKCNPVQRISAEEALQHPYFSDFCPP
Target sequence (Q15078 whole entry, looked up): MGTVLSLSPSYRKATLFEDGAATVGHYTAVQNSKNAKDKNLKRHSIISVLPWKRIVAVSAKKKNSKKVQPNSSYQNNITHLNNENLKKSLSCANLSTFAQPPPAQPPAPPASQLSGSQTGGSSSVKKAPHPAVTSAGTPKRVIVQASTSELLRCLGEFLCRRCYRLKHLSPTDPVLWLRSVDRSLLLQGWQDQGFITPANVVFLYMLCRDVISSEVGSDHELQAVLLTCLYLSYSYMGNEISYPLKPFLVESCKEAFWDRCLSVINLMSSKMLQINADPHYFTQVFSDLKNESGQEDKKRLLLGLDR
SR-BI DiI inh: blocks mouse SR-BI lipid uptake from DiI-HDL; ldlA[mSR-BI] CHO cells, DiI-HDL uptake fluorescence, 3 h; actives 0.96% (n = 320,000); inhibition, % at 12.5 µM;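 active means mean replicate inhibition of at least 70% and a set share of replicates each scoring 70 or more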;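 further: 0% = median of neutral control wells and 100% = median of positive control wells; values of inactives mirror those of a sister screen read the other way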
Rtt109 HAT inh: blocks Candida albicans Rtt109/Vps75 acetyltransferase activity. Q5AAJ8. purified Rtt109/Vps75, ThioGlo CoA-SH fluorescence, 4 h. inhibition, % at 34.9 µM. actives 0.16% (n = 330,000). AID 540336;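 active means inhibition of at least 50% in every replicate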
Target sequence (Q5AAJ8 whole entry, looked up): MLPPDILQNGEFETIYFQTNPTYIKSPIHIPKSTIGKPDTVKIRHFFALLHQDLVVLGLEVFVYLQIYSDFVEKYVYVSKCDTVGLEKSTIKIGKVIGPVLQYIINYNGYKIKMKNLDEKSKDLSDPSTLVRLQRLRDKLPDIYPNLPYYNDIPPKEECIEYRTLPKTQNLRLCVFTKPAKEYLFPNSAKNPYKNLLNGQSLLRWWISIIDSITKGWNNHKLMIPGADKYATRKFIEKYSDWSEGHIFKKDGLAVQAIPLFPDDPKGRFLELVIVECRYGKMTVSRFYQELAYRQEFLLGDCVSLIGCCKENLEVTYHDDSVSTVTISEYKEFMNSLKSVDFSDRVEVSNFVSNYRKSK
RTF Ca sens act: increases calcium sensitivity of human cardiac regulated thin filaments; P19429+P45379; IANBD-labeled TnC RTF fluorescence at EC20 calcium; 0% EC20 calcium, 100% full calcium; activation, % at 7.2 µM; actives 0.24% (n = 340,000);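 active means activation above the mean over all tested compounds plus 3 SD, cut at about 30% in these data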;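 further: rise in fluorescence read as greater calcium sensitivity of cardiac thin filaments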
HTR5A ag: HTR5A agonism, opioid heterodimer counter-screen; P47898; HTR5A agonist assay, luminescence, cell-based; activation, % at 9.3 µM; actives 0.61% (n = 340,000); AID 504692; in the data active means activation mostly above about 9.5%, no sharp cut-off; inactive means mostly below about 7.6%;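 further: 0% = cells with vehicle only and 100% = reference agonist; strong numbers were not always called active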
MITF act: MITF TRPM1 promoter activation in melanoma cells; activation, % at 12.5 µM; SK-MEL-5 TRPM1-promoter luciferase, 24 h; % of positive control, neutral wells = 0; actives 0.75% (n = 300,000);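 active means mean activation of at least 80% with every replicate also reaching 80%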;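 further: 0% = neutral control wells and 100% = parthenolide positive control wells; values of inactives mirror those of a sister screen read the other way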
Wnt bcat act: Wnt/beta-catenin pathway activation. Wnt/beta-catenin reporter cell assay, activator, plate reader. activation, % at 9.35 µM. actives 1.2% (n = 300,000). AID 743398; in the data active means activation above about 30%, passing the limit was not always enough;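 further: 0% = neutral control wells and 100% = positive control wells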
The depositor's hits bear a star; . = no result given; & = joins results of further samples.

SMILES | SR-BI uptake up | PvdQ inh | dFosB act | CDK5 p35 inh | SR-BI DiI inh | Rtt109 HAT inh | RTF Ca sens act | HTR5A ag | MITF act | Wnt bcat act
CCOP(=O)(OCC)C(NC(=O)c1ccccc1C)C(Cl)(Cl)Cl (stereo not drawn) | -9 | -15 | 1 | -4.2 | 9 | -4 | 10 | 2 | 2 | 3
NC(=Nc1ccccc1)NN=Cc1c[nH]c2ccccc12 | 1 | -15 | 0 | -0.5 | -1 | -2 | 7 | 13* | -87 | -16
O=c1c2ccccc2nc(-c2ccccc2)n1-c1ccccc1 | 7 | -7 | -10 | 0.5 | -7 | 3 | 9 | 3 | -13 | -2
CCCCn1c(O)c(C(C)=Nc2ccc3c(c2)CCC3)c(=O)[nH]c1=O | 28 | 2 | 4 | 6.6 | -28 | -1 | -7 | -4 | . | 2
CCC12CN3CCN(CC(C3)/C1=N/NC(=O)c1ccncc1)C2 | 8 | -6 | -10 | 0.3 | -8 | -2 | 12 | -3 | -9 | -1
O=C(Nc1ccc(Cl)cc1)N1CC1 | 42 | -18 | 3 | 0.6 | -42 | -9 | -2 | 3 | -1 | -5
Cc1ccc(S(=O)(=O)c2nc(-c3ccccc3Cl)oc2N(C)C2CCN(C)CC2)cc1 | 30 | -10 | 11 | 0.6 | -30 | 17 | 1 | . | . | -4
c1ccc(CNC2=NCCS2)cc1 | 2 | -6 | 5 | -2.9 | -2 | -4 | -3 | -7 | 7 | .
Fc1ccc(C2NCCc3[nH]cnc32)cc1 (stereo not drawn) | 27 | 3 | 2 | -3.0 | -27 | 5 | -3 | -2 | -4 | .
O=C(c1ccc(N2CC3CC(C2)c2cccc(=O)n2C3)c([N+](=O)[O-])c1)N1CCCCC1 (stereo not drawn) | 26 | -11 | -3 | . | -26 | -8 | 1 | 2 | 5 | -6
O=C1NC(=O)N(c2ccccc2)C(=O)/C1=C/C=C/c1ccco1 | . | -15 | -13 | -1.9 | . | -2 | 5 | 3 | -94 | 15
C=CCn1c(O)c(/C=N/N2CCOCC2)c(=O)[nH]c1=S | 10 | 7 | -2 | -0.7 | -10 | . | -8 | 0 | -1 | -3
CCC(C)NC(=O)CN1C(=O)CN=C(c2ccccc2)c2ccccc21 (stereo not drawn) | 7 | 0 | 0 | 4.0 | -7 | . | 3 | 1 | -16 | -7
CCC1(Oc2ccccc2)C(=O)NC(=O)NC1=O | . | -13 | 4 | -0.6 | . | -2 | -1 | -3 | -7 | -2
COc1ccc(CCn2c(O)c(C=NCCCn3ccnc3)c(=O)[nH]c2=O)cc1OC | 15 | -3 | 1 | -0.8 | -15 | 9 | -3 | 3 | 4 | 0
O=C1CN=C(c2ccccc2)c2ccccc2N1Cc1ccc(C(F)(F)F)cc1 | 16 | 6 | -1 | -1.4 | -16 | 3 | -2 | 3 | -17 | .
CCC(=NCCCN1CCOCC1)c1c(O)n(-c2ccccc2C)c(=O)[nH]c1=O | 3 | -12 | 3 | 0.2 | -3 | -1 | 2 | -6 | 1 | 0
OC1CCCCC1N1CCC(c2ccccc2)CC1 (stereo not drawn) | 7 | -3&1 | 2 | -1.7 | -7 | -3&-4 | -1 | 0 | 4 | -2
CC(=O)Nc1ccc(N=Cc2c(O)n(Cc3ccco3)c(=O)[nH]c2=O)cc1 | 6 | -20 | 0 | -0.6 | -6 | 1 | . | . | . | 0
CN(C)c1ccc(/C=C2\C(=O)NC(=O)N(CCc3ccc(F)cc3)C2=O)cc1 | 4 | -14 | -2 | -2.2 | -4 | 6 | 5 | -4 | -7 | 0

Copied from the list:
NC(=Nc1ccccc1)NN=Cc1c[nH]c2ccccc12 in MITF act: -87
O=C1NC(=O)N(c2ccccc2)C(=O)/C1=C/C=C/c1ccco1 in PvdQ inh: -15

Next results.
SMILES | SR-BI uptake up | PvdQ inh | dFosB act | CDK5 p35 inh | SR-BI DiI inh | Rtt109 HAT inh | RTF Ca sens act | HTR5A ag | MITF act | Wnt bcat act
NN=C(N)N | 10 | -9 | 4 | -0.6 | -10 | -5 | 6 | 0 | -9 | -1
O=C(O)c1ccc(N=Cc2c(O)n(Cc3ccc(F)cc3)c(=O)[nH]c2=O)cc1 | . | -2 | -1 | 0.8 | . | 5 | 2 | 5 | 5 | 0
Cn1c(=O)c2c(nc(-c3ccc(N(CCCl)CCCl)cc3)n2C)n(C)c1=O | -34 | 1 | -6 | -0.4 | 34 | -3 | -3 | -4 | 5 | -2
NC(Cc1ccc(O)cc1)C(=O)NN=Cc1ccc(N(CCCl)CCCl)cc1 (stereo not drawn) | -25 | -5 | 32* | 1.2 | 25 | -9 | 3 | 5 | -1 | 5
Cn1c(=O)cc(SCC(=O)N2CCC3(CC2)OCCO3)c2ccc(Cl)cc21 | 3 | 8 | -19 | -0.9 | -3 | 19 | 3 | 0 | . | 8
O=C1CC(=O)N(Cc2ccccc2)C(=O)N1 | 9 | -14 | 3 | -2.8 | -9 | 3 | 3 | -1 | -5 | -4
CCOP(=O)(CN(CC)CCNP(=O)(OCC)OCC)OCC | 8 | -9 | 1 | 0.9 | -8 | 10 | 1 | 4 | 4 | -1
C[N+](C)(N)CCOC(=O)C(O)(c1ccccc1)C1CCCCC1 (stereo not drawn) | -5 | 1 | 2 | -0.6 | 5 | 20 | 1 | 0 | . | -1
COCCNC(=O)c1c(NC(=O)c2ccc(Br)o2)n(Cc2ccccc2)c2nc3ccccc3nc12 | 12 | -13 | -3 | 0.4 | -12 | -7 | -11 | 5 | -5 | 0
COc1ccc(C(=O)NC(=S)N2C[C@H]3C[C@H](C2)c2cccc(=O)n2C3)cc1 | 11 | -3 | 10 | -0.1 | -11 | 2 | 0 | -4 | . | -2
C=CCN1CC[C@]23c4c5ccc(O)c4OC2C(=O)CC[C@@]3(O)C1C5 (stereo partly drawn) | 8 | -13 | 2 | -1.3 | -8 | 2 | 1 | -2 | 3 | 8
CC(=O)N1CC(=O)Nc2ccc(Cl)cc2C1c1ccc(F)cc1 (stereo not drawn) | 24 | -13 | 3 | 0.2 | -24 | 7 | 0 | 6 | -4 | -1
Oc1c(Cl)cc(Cl)cc1CN1CCN(Cc2ccccc2)CC1 | -11 | -3 | -2 | -0.8 | 11 | -6 | 2 | 0 | 0 | -3
CCOC(=O)C1CCCCC12C(C#N)=C(N)Oc1n[nH]c(C)c12 (stereo not drawn) | 13 | -8 | 7 | 0.4 | -13 | 3 | 5 | 2 | . | 3
CCOc1ccc2nc(N=Nc3c(O)[nH]c(=O)[nH]c3=O)sc2c1 | . | -12 | -5 | -0.4 | . | 14 | -5 | -1 | -7 | 1
CN(C)CP(=O)(Nc1ccccc1)N(C)C (stereo not drawn) | 22 | -7 | -4 | -2.5 | -22 | -21 | -1 | -1 | 3 | .
c1ccc2[nH]c(CCNC3CCCCC3)nc2c1 | . | -19 | 2 | -1.2 | . | 6 | 4 | -1 | . | .
Cc1ccc(Cn2cc(C=O)c3ccccc32)cc1 | -4 | -15 | -7 | -0.6 | 4 | 2 | 11 | -1 | -4 | 3
COC(=O)c1c(C)[nH]c(C(=O)C(C)[N+]23CCN(CC2)CC3)c1C (stereo not drawn) | 1 | -6 | 1 | 1.2 | -1 | -7 | 0 | 5 | 4 | -1
CCOC(=O)c1c(C=O)c2ccccc2n1Cc1ccccc1F | -22 | -8 | -1 | 1.6 | 22 | 1 | 4 | -3 | -2 | -3
O=C1NC(=O)N(Cc2ccccc2)C(=O)/C1=C\c1ccco1 | 7 | -16 | -3 | -3.0 | -7 | 1 | 11 | -1 | -33 | 23
CC(C)CCNC(=O)CN1C(=O)CN=C(c2ccccc2)c2ccccc21 | . | -13 | -1 | 1.4 | . | -1 | 3 | 1 | -15 | -2
Cc1ccsc1C(=O)C1CCCN(Cc2cnc(N3CCOCC3)s2)C1 (stereo not drawn) | -2 | 4 | 2 | -0.2 | 2 | -9 | -8 | 1 | -5 | -1
COc1ccc(N2C(=O)NC(=O)/C(=C\c3cn(C)c4ccccc34)C2=O)cc1 | 8 | 16 | -45 | 0.0 | -8 | -17 | 523* | 6 | -12 | .
COc1cccc(N2C(=O)NC(=O)/C(=C/c3ccc([N+](=O)[O-])s3)C2=O)c1 | 15 | -1 | -5 | -15 | -15 | 4 | -7 | 0 | . | -1
Cc1ccccc1NC(=O)CCl | . | 2 | -1 | 0.1 | . | 28 | -1 | -3 | 3 | 1
O=c1[nH]c(=O)n(Cc2ccco2)c(O)c1C=NCCCn1ccnc1 | 43 | -2 | 3 | -1.3 | -43 | 1 | -4 | -7 | 7 | .
O=C(c1cc2ccccc2oc1=O)N1CCC2(CC1)OCCO2 | 17 | -16 | 3 | 1.1 | -17 | -6 | 3 | 2 | -1 | .
CCCNS(=O)(=O)c1ccc(OCC(=O)N2CCN(Cc3ccc4c(c3)OCO4)CC2)cc1 | -17 | 2 | -10 | 0.0 | 17 | 4 | 3 | 2 | -8 | -6
O=c1c2ccccc2nc(-c2ccoc2)n1-c1ccccc1 | 36 | -11 | -7 | -1.6 | -36 | 6 | -4 | -1 | -1 | 0
CCn1c(O)c(C=NCCc2c[nH]c3ccccc23)c(=O)[nH]c1=O | 11 | 3 | 5 | -0.9 | -11 | 0 | -1 | 7 | 0 | .
COc1ccc(-c2n(-c3ccccn3)c3ccccc3[n+]2-c2ccccn2)cc1 | 0 | -13 | 3 | 0.9 | 0 | -14 | 5 | 2 | 15 | -3
Cc1nc2ccc(Cl)cc2c(=O)n1-c1cccc(Cl)c1 | -4 | 8 | 0 | 0.8 | 4 | -7 | -8 | -1 | -2 | 0
N=C(N)c1c(O)n(C2CCCCC2)c(=O)n(C2CCCCC2)c1=O | -28 | -1 | -4 | 0.4 | 28 | 41 | -3 | -3 | -20 | .
CCCNC(=O)N1[C@H]2CC[C@@H]1C(C(=O)OC)=C(c1ccc(F)cc1OCc1ccccc1)C2 | -23 | -1 | 1 | -0.8 | 23 | 10 | -4 | 7 | 22 | .
CCOC(=O)C1(c2ccccc2)CCN(CCC(=O)Nc2cccc(Br)c2)CC1 | 3 | -4 | 18* | 1.0 | -3 | 8 | -11 | 13 | -18 | -3
CN(C)C=C1C(=O)N(C2CCCCC2)C(=O)N(C2CCCCC2)C1=O | -3 | -14 | 0 | 1.2 | 3 | 13 | 2 | -4 | 8 | .
N=C1c2ccccc2CN1NC(=O)c1ccc(Br)o1 | -4 | -15 | 3 | 0.1 | 4 | -4 | 1 | 7 | -6 | -1
O=c1[nH]c(=O)n(Cc2ccccc2)c(O)c1C=Nc1ccc(CN2CCOCC2)cc1 | 13 | -3 | 3 | 0.0 | -13 | -4 | -5 | -3 | -15 | .
CC(C)[N+](C)(CCC(C(N)=O)(c1ccccc1)c1ccccc1)C(C)C | -1 | -5 | -1 | -0.3 | 5 | -2 | 0 | -2 | -1 | -3&0
CNC(=O)Oc1ccccc1C1CCCCC1 | 12 | 4 | 3 | 1.2 | -12 | 1 | -9 | 2 | 11 | -1
Cc1cc(N2C(=O)C3CCCN3C2c2sccc2C)no1 (stereo not drawn) | 11 | -6 | -5 | -3.2 | -11 | 6 | 14 | 3 | . | 2

An excerpt. The share of hits here may be higher or lower than overall.
